High-throughput results: PubChem, several laboratories
KLK5 inh: inhibitors of human kallikrein 5; Q9Y337; recombinant hK5, fluorogenic AMC substrate cleavage; inhibition, % at 5 µM; actives 0.59% (n = 210,000); AID 873;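 active = inhibition of 40% or more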;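 note: 0% = enzyme controls without compound and 100% = no-enzyme blanks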
Target sequence (Q9Y337 67-293 limits assumed): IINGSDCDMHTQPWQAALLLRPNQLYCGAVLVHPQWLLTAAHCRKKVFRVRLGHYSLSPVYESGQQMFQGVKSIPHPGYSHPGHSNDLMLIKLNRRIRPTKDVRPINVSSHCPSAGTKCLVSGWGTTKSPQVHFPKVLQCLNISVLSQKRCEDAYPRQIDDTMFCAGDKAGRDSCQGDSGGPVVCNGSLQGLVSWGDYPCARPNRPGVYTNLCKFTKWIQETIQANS
Runt-CBFb FRET: blocks binding of human RUNX1 Runt domain to CBFb; Cerulean-Runt/Venus-CBFb FRET ratio 530/480, 1 h; inhibition, % at 20 µM; actives 0.46% (n = 220,000);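 active = inhibition over about 50% at 20 µM in the single-dose screen, limit read from the data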;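 note: 0% = DMSO wells and 100% = excess unlabeled CBFb competitor control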
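Measured by: fluorescence energy transfer, 422 nm excitation, 530/480 nm emission; Assay system: Cerulean-Runt domain; Medium: Tris pH 7.5 buffer with BSA; Measure: loss of energy transfer signal; Controls: 5 µM unlabeled CBFb as full-inhibition high control; Incubation: protein complex preformed 1 h, compound exposure 1 h, room temperature, dark.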
Hck Nef HTS: blocks Nef-activated human Hck kinase; inhibition, % at 20 µM; Recombinant Hck-YEEI plus Nef, Z-Lyte FRET kinase assay; AID 463187; P08631; actives 0.68% (n = 220,000);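 active = Hck-Nef kinase inhibition above about 50%, limit read from the data; inactive = inhibition below that limit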;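 note: 0% = DMSO with Hck plus Nef and 100% = Hck alone without Nef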
Target sequence (P08631 whole entry, looked up): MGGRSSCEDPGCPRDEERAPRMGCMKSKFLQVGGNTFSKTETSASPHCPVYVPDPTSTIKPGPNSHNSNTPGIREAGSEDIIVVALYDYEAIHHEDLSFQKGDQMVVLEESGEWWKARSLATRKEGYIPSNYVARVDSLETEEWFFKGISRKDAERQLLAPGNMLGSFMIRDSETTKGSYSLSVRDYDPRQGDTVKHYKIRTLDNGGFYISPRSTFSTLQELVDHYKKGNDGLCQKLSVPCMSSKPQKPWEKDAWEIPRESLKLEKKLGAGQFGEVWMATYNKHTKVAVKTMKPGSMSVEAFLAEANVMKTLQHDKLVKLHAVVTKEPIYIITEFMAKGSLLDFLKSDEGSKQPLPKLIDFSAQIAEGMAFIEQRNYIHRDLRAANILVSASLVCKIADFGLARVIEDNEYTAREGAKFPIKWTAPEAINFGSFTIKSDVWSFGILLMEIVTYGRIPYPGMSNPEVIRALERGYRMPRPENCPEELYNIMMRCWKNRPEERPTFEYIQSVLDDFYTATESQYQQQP
thrombin 1536: blocks human thrombin protease activity | actives 0.26% (n = 220,000) | AID 1046 | alpha-thrombin, Boc-VPR-AMC fluorogenic substrate cleavage | inhibition, % at 5 µM;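 active = inhibition at or above 40%; inactive = inhibition below 40%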;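 note: 0% = enzyme with no compound and 100% = wells without enzyme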
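Material: human alpha-thrombin protein; Also added: Boc-VPR-AMC substrate, 15 µM final; Timing: enzyme reaction carried out at room temperature; Signal: fluorescence, ex 355 nm, em 460 nm; Measure: % inhibition of thrombin; Controls: enzyme without compound as high, wells lacking enzyme as low.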
Wee1 degr inh: inhibitors of human Wee1 degradation; HeLa Luc-Wee1K328M stability, luciferase luminescence; 100% = proteasome inhibitor MG132 effect; reporter increase, % at 5 µM; actives 1.2% (n = 220,000);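 active = activation above the mean of all tested compounds plus 3 SD, set per screening run, cut at about 8.8% in these data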;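 note: cells exposed to compound for 20 h before luminescence read; 0% = DMSO alone and 100% = MG132 at 30 µM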
FXIa inh: blocks human coagulation factor XIa protease activity; inhibition, % at 5 µM; actives 0.14% (n = 220,000); purified FXIa, Boc-Glu-Ala-Arg-AMC fluorogenic substrate; AID 798; P03951;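 active = inhibition of at least 40%; inactive = inhibition below 40%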;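 note: fluorescence of freed AMC excited at 355 nm; 0% = enzyme without compound and 100% = no enzyme blank; many of its hits are not listed in these tables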
Runt-SMMHC FRET: blocks binding of human RUNX1 Runt domain to CBFb-SMMHC | Q01196+Q13951 | Cerulean-Runt/Venus-CBFb-SMMHC FRET ratio 530/480, 1 h | inhibition, % at 20 µM | actives 0.74% (n = 220,000) | AID 1434;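 active = mean inhibition across duplicate retests at 20 µM reaching about 50%, limit read from the data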;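 note: 0% = DMSO wells and 100% = wells with excess untagged CBFb-SMMHC; inhibitors lower the FRET ratio by blocking Runt binding to CBFb-SMMHC; some results filed as inactive read as strong as hits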
14-3-3 Bad PPI: disrupts binding of bovine 14-3-3 zeta to phospho-Bad peptide; P63103; TR-FRET 14-3-3zeta/Dy647-pBad peptide displacement, 1 h; inhibition, % at 21.7 µM; actives 0.71% (n = 220,000); AID 781;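 active = inhibition above about 70%, limit read from the data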;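 note: 0% = full 14-3-3 plus peptide FRET controls and 100% = background without 14-3-3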
Target sequence (P63103 whole entry, looked up): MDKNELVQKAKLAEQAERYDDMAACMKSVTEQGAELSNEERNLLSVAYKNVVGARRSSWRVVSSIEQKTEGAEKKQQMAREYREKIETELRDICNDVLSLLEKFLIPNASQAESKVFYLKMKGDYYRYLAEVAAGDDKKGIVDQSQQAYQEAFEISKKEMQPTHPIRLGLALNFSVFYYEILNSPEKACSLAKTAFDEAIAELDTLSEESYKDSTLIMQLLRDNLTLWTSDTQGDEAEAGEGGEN
FXIIa inh: blocks human coagulation factor XIIa protease activity. purified FXIIa, Boc-QGR-AMC fluorogenic substrate, 2 h. inhibition, % at 5 µM. actives 0.3% (n = 220,000). AID 800; in the data active = inhibition above about 40%;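 note: 0% = enzyme with no compound and 100% = blank without enzyme; many of its hits are not listed in these tables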
Numbers without * were called inactive; nt = no result given; [ ] = dose if it differs, or a comment. Not a hit list. Share with any hit: about 4.2%.

SMILES | KLK5 inh | Runt-CBFb FRET | Hck Nef HTS | thrombin 1536 | Wee1 degr inh | FXIa inh | Runt-SMMHC FRET | 14-3-3 Bad PPI | FXIIa inh
CCCOc1ccc(C2c3c(oc4cc(C)c(C)cc4c3=O)C(=O)N2CCCN2CCOCC2)cc1 (centres undefined) | -5 | -7 | 16 | 1 | -1 | -3 | -3 | 5 | 8
CCOC(=O)c1nn(-c2ccccc2)c2nc(-c3ccc(OC)cc3)c(C#N)c(=O)n12 | -4 | -1 | 3 | -4 | 1 | 1 | -2 | -7 | 9
O=C(CN1CCN(S(=O)(=O)c2cc(Cl)ccc2Cl)CC1)Nc1ccc2c(c1)OCCO2 | 4 | -1 | 2 | -2 | -2 | -4 | 1 | 3 | 5
COC(=O)C1C(=O)CC(C)(O)C(C(=O)OC)C1c1ccc2c(c1)OCO2 (centres undefined) | -7 | 1 | -1 | 1 | -1 | 6 | -3 | -10 | 15
C=CCn1c(COc2cccc(C)c2)nnc1SCC(=O)c1c[nH]c2c(CC)cccc12 | -10 | 3 | 1 | -3 | 0 | -1 | 2 | -4 | 8
Cc1ccc(OCC(=O)NC(=S)Nc2cccc(C)n2)cc1 | -8 | -1 | 0 | -7 | -3 | -3 | 9 | 1 | -2
N#Cc1c(N)nc2c(c1N)CC(C(F)(F)F)O2 (centres undefined) | nt | 0 | 6 | 1 | -2 | 4 | 3 | -10 | 11
Nc1nc(N2CCN(C(c3ccccc3)c3ccccc3)CC2)n[nH]1 | -11 | -2 | 2 | 6 | 4 | 2 | 2 | -3 | 4
CCCc1cc(=O)[nH]c(SCC(=O)c2ccc3c(c2)OCCO3)n1 | -7 | 1 | -1 | -10 | -4 | -9 | 1 | 7[fluorescence artefact?] | 1
Cc1ccc(C(=O)c2cn(-c3ccc(F)c(Cl)c3)nn2)cc1 | -4 | 2 | 0 | -8 | 1 | -15 | -1 | -6 | -11
Cc1ccc(C(=O)Nc2nc(-c3cccnc3)cs2)o1 | -3 | 3 | -2 | -6 | -3 | -5 | -3 | 5 | 13
CCCCc1c(O)n2c(nc3ccccc32)[nH]c1=O | -11 | 0 | -1 | 7 | 1 | 0 | 2 | -6 | 24
FC(F)(F)c1cc(Oc2ccccc2Cl)nc(-c2ccccn2)n1 | -29 | -8 | 1 | -1 | -1 | 6 | -6 | 14 | 17
CSc1ccc(S(=O)(=O)NCc2ccccc2)cc1 | -4 | -1 | -17 | 1 | -1 | 3 | 0 | -3 | 10
Cc1ccc(NCc2ccccc2F)cc1 | -20 | -1 | -3 | -10 | -4 | -12 | -2 | 7[fluorescence artefact?] | -9
COCc1nnc(NS(=O)(=O)c2ccc(Br)cc2)s1 | 5 | -1 | 3 | -4 | -2 | 0 | 0 | 2 | -3
CCn1cc(S(=O)(=O)CC(=O)Nc2cc(C)ccc2C)c2ccccc21 | -11 | 1 | 0 | 0 | 4 | 2 | -4 | 12[fluorescence artefact?] | 8
Cc1onc(-c2ccccc2)c1C(=O)N1CCCN(C(=O)c2c(-c3ccccc3)noc2C)CC1 | -23 | 1 | 1 | 4 | 0 | -9 | 2 | -4 | 13
CCCn1c(O)c(CN2CCCCC2)c(C)c(C#N)c1=O | -3 | -9 | -1 | -6 | -3 | 7 | -21 | -12 | 11
Cc1ccc(OCC(=O)Nc2ccc3c(c2)OCO3)c(C)c1 | nt | -3 | -2 | -5 | 6 | -2 | 0 | -7 | 3
O=C(NC1CCCCCCC1)C1CCC(CNc2c(N3CCCC3)c(=O)c2=O)CC1 (centres undefined) | 20 | 2 | 4 | -8 | -1 | -7 | 0 | -25 | 2
Cc1ccc(CNC(=S)Nc2ccc(OC(F)F)cc2C)cc1 | -2 | -2 | 1 | 13 | 4 | -7 | -3 | -2 | 1
O=C(COC(=O)c1cc(S(=O)(=O)N2CCCCC2)ccc1N1CCOCC1)NCCc1ccc(F)cc1 | -4 | -5 | 16 | -4 | 4 | -3 | -1 | -5 | 1
O=C(NCc1ccco1)C(=S)N1CCCC1 | -1 | 0 | 18 | -11 | -4 | -6 | 1 | 7 | 2
CCOC(=O)c1ccc(NC(=S)N(CCCN2CCN(CC)CC2)Cc2ccco2)cc1 | 1 | 1 | -12 | -5 | 0 | 0 | -2 | 0 | 8
(list continues)
SMILES | KLK5 inh | Runt-CBFb FRET | Hck Nef HTS | thrombin 1536 | Wee1 degr inh | FXIa inh | Runt-SMMHC FRET | 14-3-3 Bad PPI | FXIIa inh
Cc1nnc(NC(=O)CCSc2ccccc2)s1 | -16 | 0 | 5 | -5 | 1 | 2 | 0 | -6[fluorescence artefact?] | 5
O=C(C1CCN(S(=O)(=O)N2CCOCC2)CC1)N1CCN(Cc2ccc3c(c2)OCO3)CC1 | -5 | 1 | 0 | -1 | 3 | 7 | -58 | 8 | 15
Cc1ccc(S(=O)(=O)NCC(c2cccnc2)N(C)C)cc1 (centres undefined) | -15 | 5 | -18 | -4 | -2 | -6 | 0 | -4 | -1
Cc1cc(=O)[nH]c(N/N=C/c2c(C)oc3ccccc23)n1 | -6 | 0 | 26 | -7 | 1 | -7 | 0 | -6 | 0
O=c1c2cn[nH]c2[nH]c(=S)n1-c1cccc(Cl)c1 | -10 | 1 | 1 | -3 | 6 | -6 | 4 | -7 | 1
COc1ccc(-c2cnc3c(c2)CCC3(C#N)C#N)cc1 | -6 | 1 | 4 | -6 | 4 | 11 | 0 | -3 | 15
COc1ccc2c(Cl)c(C(=O)NCc3ccco3)sc2c1 | 0 | 2 | 6 | -4 | -1 | -2 | 0 | 2 | 5
Cc1ccc(S(=O)(=O)NCC2CCC(C(=O)NCCCN3CCOCC3)CC2)cc1 (centres undefined) | 15 | 0 | 0 | -11 | 1 | -6 | 2 | 6 | 1
Cn1cc(Br)c(NC(=O)/C=C/C(=O)O)n1 | 2 | 40 | -122 | 2 | -1 | 13 | 18 | 5 | 6
CCN(CCn1cccn1)Cc1cn[nH]c1-c1ccc(-c2ccccc2)cc1 | 26 | -2 | 11 | -3 | 0 | 9 | -6 | -7 | 16
N#C/C(=C/c1cn(-c2ccccc2)nc1-c1cccc(OCc2ccc(F)cc2)c1)C(=O)NCCCn1ccnc1 | -9 | -13 | 3 | 1 | 5 | 7 | -8 | -1 | 4
COc1ccc(C2=[N+]([O-])C(C)(C)C(c3ccccc3)=N2)cc1 | -3 | -1 | 24 | -9 | 0 | 0 | 1 | -18 | 10
Cc1cccc(N/C(N)=N/c2nc(C)cc(=O)[nH]2)c1 | 13 | 1 | -15 | 2 | 3 | 5 | 1 | -6 | 12
Cc1ccn2cc(-c3ccc(Br)cc3)nc2c1 | -8 | -2 | 5 | -7 | 2 | 2 | 0 | 4 | 4
COc1ccc(OCC(=O)Nc2ccccc2C(=O)N2CCOCC2)cc1 | -10 | 0 | 6 | 2 | 1 | -5 | 0 | -22 | 2
CCN(CC)C(=O)COc1ccc(Br)cc1Cl | 0 | -2 | 1 | -1 | 4 | 11 | 8 | -2 | 14
O=C(COC(=O)CNS(=O)(=O)c1ccccc1)NC12CC3CC(CC(C3)C1)C2 | -1 | -1 | -20 | -13 | -1 | -7 | 2 | 4 | 1
Cc1nc2ccccn2c1P(=Nc1ccccc1)(N(C)C)N(C)C | -7 | 0 | 1 | -5 | -2 | 2 | 2 | -13 | 13
Cc1cc(C)cc(OCC(=O)OCC(=O)c2ccc3c(c2)NC(=O)CO3)c1 | 1 | 1 | 0 | -3 | 1 | 3 | 0 | 12 | 0
COc1ccc(-c2cc(C(F)(F)F)n3nc(C(=O)Nc4cc(C)on4)cc3n2)cc1OC | 1 | -43 | 0 | -5 | 0 | 0 | -126 | 16 | 4
COCCNC(=S)N1CCN(c2nc3ccccc3s2)CC1 | 1 | 0 | 16 | -14 | -1 | -5 | -3 | -9 | 7
CC(C)CCN(CCC(C)C)C/C(O)=C(\C#N)c1nc(-c2ccccc2)cs1 | -23 | 6 | 10 | -5 | 0 | -1 | -2 | -1 | -11
O=C(COC(=O)/C=C/c1cccc(C(F)(F)F)c1)NCc1ccc(F)cc1 | -15 | -4 | 2 | -7 | 2 | 7 | 1 | 2[fluorescence artefact?] | 15
O=C(Nc1nccs1)C(c1ccccc1)N1CCCC1 (centres undefined) | 12 | 0 | 18 | -6 | 0 | -1 | -2 | -10 | 8
CN(C(=O)c1ccncc1)c1nnc(-c2cccnc2)s1 | -17 | 0 | -6 | -8 | 2 | -7 | 0 | -3 | -2
(cont.)
SMILES | KLK5 inh | Runt-CBFb FRET | Hck Nef HTS | thrombin 1536 | Wee1 degr inh | FXIa inh | Runt-SMMHC FRET | 14-3-3 Bad PPI | FXIIa inh
Nc1nonc1-n1nnc(C(=O)O)c1-c1cccs1 | -3 | 4 | 0 | 0 | -1 | -2 | -1 | -2[fluorescence artefact?] | 9
CC(C)CC(NS(=O)(=O)c1ccc2c(c1)oc(=O)n2C)C(=O)N1CC=C(c2ccccc2)CC1 (centres undefined) | -20 | -7 | 1 | -7 | -1 | 1 | 0 | 2 | 8
COc1ccc(Br)cc1CN(C)CC(=O)Nc1c(Cl)ccc(C)c1Cl | -3 | -2 | 2 | -1 | 0 | 15 | -2 | 7 | 8
COc1ccc(-n2c(=S)[nH]c3cc(C(=O)NCCCN4CCCC4=O)ccc3c2=O)cc1 | -4 | 0 | 2 | -2 | -2 | -4 | 3 | -6 | 12
COc1ccc(C(=O)N2CCN(c3ccc(C)cc3)CC2)cc1OC | -6 | 2 | 3 | 2 | -1 | 4 | 1 | 3 | 11
Cc1ccc(CCNC(=O)CC2Oc3ccc(C)cc3NC2=O)cc1 (centres undefined) | 9 | 0 | 19 | -1 | -1 | -2 | 0 | -25 | 8
COC(=O)C1(C(=O)OC)Sc2ccccc2C1=O | 0 | 0 | 2 | -9 | -2 | 6 | 2 | -10 | 5
Cc1cccc(NC(=O)c2sc3nc(N)c(C#N)cc3c2N)c1 | -1 | 12 | 2 | 0 | -1 | 4 | 7 | 2 | 15
O=C(NCc1ccccn1)c1cc(-c2ccccc2)nc2ccccc12 | -18 | 0 | 5 | -4 | 0 | 8 | 0 | 3[fluorescence artefact?] | 8
O=C(Nc1ccc(-c2nc3ccccc3s2)cc1)c1cc(-n2cnnc2)ccc1Cl | -7 | 0 | -2 | -4 | -2 | -7 | -13 | 6 | -3
O=C(Cn1nc(C(F)(F)F)c2c1CCCC2)NCc1ccco1 | -8 | -1 | 0 | -2 | 0 | -6 | 2 | 3 | 8
Cc1cc(NC(=O)c2ccc3c(c2)C(=O)N(CC(C)C)C3=O)no1 | 3 | 1 | 13 | -4 | 1 | -6 | 0 | 4 | 4
Nc1ncnc2nc(SCc3ccc(Cl)cc3Cl)[nH]c12 | -8 | 3 | 2 | 1 | -2 | 0 | -2 | 1 | 5
Cc1ccc(-n2c(Cc3cccn3C)nnc2SCC(=O)NCc2ccco2)cc1 | 13 | 1 | 2 | -1 | -2 | 0 | -10 | -5 | 3
Cc1ccc(-n2c(C)cn(C(=O)c3ccccc3)c2=S)cc1 | 2 | -2 | 1 | -1 | 1 | 9 | 2 | 11 | 17
